# LDHA inh: blocks human lactate dehydrogenase A; P00338; purified LDHA, NADH/diaphorase-resazurin fluorescence; hits give low values; activity change, % (values are at about 110 or 230 µM); 0.15% of 480,000 active; AID 1347041; in the data active means activity change below about -30%; inconclusive means mostly about -25% to -30%;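 further: plate controls were DMSO wells for no effect and wells without enzyme for full effect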
#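 Human LDH5 (2 nM) was incubated with 0.06 mM NADH and 0.2 mM pyruvate for 5 min at room temperature in Tris pH 7.4. Remaining NADH was coupled through diaphorase/resazurin, and resorufin fluorescence was read at 0 and 20 min.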
# APE1 inh: inhibitors of human APE1 endonuclease; recombinant APE1, TAMRA/BHQ-2 abasic DNA cleavage fluorescence; Potency, µM (series often up to 65.8 µM), inactives show at the highest dose activity change, negative = inhibition, hits mostly inhibitors; 0.35% of 350,000 active; AID 2517;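 further: potency means the concentration at half of the fitted maximal effect; plate controls were vehicle for no effect and reference inhibitor for full effect; nearly all actives have a fitted effect of over 55% in size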
#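 Step 1: APE1 (0.75 nM) with compound, 15 min RT. Step 2: add 50 nM fluorophore/quencher THF duplex. Step 3: three fluorescence reads 60 s apart (525/598 nm); read 3 minus read 1 = reaction progress.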
# POLH inh: blocks human DNA polymerase eta activity; Q9Y253; recombinant Pol eta, fluorescent DNA replication assay; Potency, µM (titrated, usually from 114 µM), inactives show top-dose activity change, negative = inhibition, actives largely listed as inhibitors; 1.2% of 390,000 active; further: potency means the concentration at half of the fitted maximal effect; on the % scale 0 is the no-effect control and ±100 the full control effect
#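 Fluorescent replication assay: 50 nM final substrate added after a 15 min room-temperature compound preincubation with 10 nM enzyme. Signal taken at 0 min and again at 10 min.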
# Pol kappa inh: inhibitors of human DNA polymerase kappa. AID 588579. Potency, µM (titrated, usually from 107 µM), for the others: at the highest dose activity, negative = inhibition, actives largely listed as inhibitors. purified Pol kappa, fluorescent DNA synthesis assay, 10 min. Q9UBT6. 0.53% of 400,000 active; further: potency means the concentration at half of the fitted maximal effect; on the % scale 0 is the no-effect control and ±100 the full control effect
#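 Enzyme at 10 nM met test compounds for 15 min at room temperature. Substrate addition (50 nM final) began the reaction, which was monitored by fluorescence at 0 and 10 min.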
# Apoferritin bind: binds horse apoferritin like a general anesthetic. P02791. apoferritin/1-aminoanthracene competitive binding, fluorescence. Potency, µM (series often up to 77.5 µM), without a hit: at the highest dose activity change, negative = displacement, hits mostly inhibitors. 0.074% of 350,000 active. AID 485281; further: potency means the concentration at half of the fitted maximal effect; on the % scale 0 is the no-effect control and ±100 the full control effect; nearly all actives have a fitted effect of over 20% in size
# Target sequence (P02791 2-175 limits assumed): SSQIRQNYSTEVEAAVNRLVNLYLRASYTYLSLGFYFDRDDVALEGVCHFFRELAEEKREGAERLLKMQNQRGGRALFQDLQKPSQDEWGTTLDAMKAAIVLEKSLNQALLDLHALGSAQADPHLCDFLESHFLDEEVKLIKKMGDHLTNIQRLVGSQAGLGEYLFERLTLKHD
#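 Concentration-response curves derived by four-parameter Hill fitting of normalized fluorescence, where compounds displaced 1-AMA from 10 uM horse apoferritin following a brief 10 min room-temperature incubation; propofol titration acted as positive control.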
# 12-LOX inh: blocks human arachidonate 12S-lipoxygenase. P18054. 1.1% of 580,000 active. Potency, µM (series often up to 108 µM), without a hit: top-dose activity change, negative = inhibition, most hits filed as inhibitors. AID 1671190. purified 12hLO, xylenol orange hydroperoxide absorbance; further: potency means the concentration at half of the fitted maximal effect; on the % scale 0 is the no-effect control and ±100 the full control effect
#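 Purified human 12hLO at 150 nM in 25 mM Hepes, 0.01% Triton X-100, pH 7.0, preincubated 15 min at room temperature with compound. Reaction started with 40 uM arachidonic acid, 30 min at room temperature. Hydroperoxide measured by Fe-xylenol orange, 573/405 nm absorbance ratio.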
# ERG Ets-DNA blk: inhibitors of human ERG Ets domain-DNA interaction | fluorescence polarization, His-ERG Ets domain / labelled DNA | 0.028% of 370,000 active | AID 624246 | P11308 | Potency, µM (top dose mostly 76.9 µM), without a hit: at the highest dose FP activity, negative = inhibition, usual class: inhibitors; active means well fitted inhibition curve with a large enough effect in the polarisation, with a control signal flat; inconclusive means small, poorly fitted or top-dose-only effect, or effect the other way, or a change in a side signal; inactive means no such curve, though single readings can be large or run the other way; the % refers to the polarisation;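 further: polarization taken with two DNA probes labelled with fluorescein and Texas red; potency means the concentration at half of the fitted maximal effect; % of control where 0% means no effect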
# Target sequence (P11308 whole entry, looked up, the tested form may be a part): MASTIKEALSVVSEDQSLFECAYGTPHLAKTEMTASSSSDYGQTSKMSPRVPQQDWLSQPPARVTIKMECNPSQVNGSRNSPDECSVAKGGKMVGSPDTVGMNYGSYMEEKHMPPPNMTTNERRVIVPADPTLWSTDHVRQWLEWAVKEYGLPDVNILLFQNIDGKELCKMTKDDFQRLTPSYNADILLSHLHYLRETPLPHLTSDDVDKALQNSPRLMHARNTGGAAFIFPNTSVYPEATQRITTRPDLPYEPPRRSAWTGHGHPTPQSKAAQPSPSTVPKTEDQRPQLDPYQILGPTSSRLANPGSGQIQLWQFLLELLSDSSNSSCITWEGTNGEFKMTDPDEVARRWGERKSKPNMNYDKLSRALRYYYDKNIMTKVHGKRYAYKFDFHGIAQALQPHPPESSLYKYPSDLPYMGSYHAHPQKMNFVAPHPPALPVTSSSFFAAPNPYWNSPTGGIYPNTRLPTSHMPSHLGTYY
#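 His-tagged ERG Ets domain (1 uM in the protein solution; 300mM KCl, 50mM Tris-HCl, 1mM EDTA, 1mM DTT, pH 7.5) received compound, then a probe mix of 5 nM fluorescein-DNA and 100nM Texas-615-DNA. Fluorescence polarization was read for both dyes.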
# Pol beta inh: inhibitors of human DNA polymerase beta | Pol beta primer extension/strand displacement, fluorescence kinetic | Potency, µM (titrated, usually from 114 µM), inactives show at the top dose activity change, negative = inhibition, usual class: inhibitors | 1.3% of 340,000 active; further: potency means the concentration at half of the fitted maximal effect; on the % scale 0 is the no-effect control and ±100 the full control effect
#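 Human Pol beta at 10 nM; strand-displacement substrate 50 nM final. Compound exposure 15 min at room temperature before start, reaction 10 min at room temperature.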
# RGS4 inh: inhibitors of human regulator of G protein signaling 4; P49798; Transcreener GDP fluorescence polarization, RGS4-accelerated GTP hydrolysis; Potency, µM (series often up to 114 µM), without a hit: at the highest dose activity change, negative = inhibition, hits mostly inhibitors; 0.039% of 390,000 active; further: potency means the concentration at half of the fitted maximal effect; on the % scale 0 is the no-effect control and ±100 the full control effect; nearly all actives have a fitted effect of over 75% in size; some results filed as inactive show a strong effect at the top dose
# Target sequence (P49798 whole entry, looked up): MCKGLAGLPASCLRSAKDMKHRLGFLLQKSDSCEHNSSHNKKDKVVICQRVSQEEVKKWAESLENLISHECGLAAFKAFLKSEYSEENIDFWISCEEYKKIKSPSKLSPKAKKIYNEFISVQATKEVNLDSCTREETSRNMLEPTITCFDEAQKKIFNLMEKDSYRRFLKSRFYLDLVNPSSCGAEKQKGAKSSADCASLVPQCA
#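 MLSMR compounds (23 nl, pin-transferred) preincubated 10 min at room temperature with a 500nM (2x) first reagent, then RGS4 at 900nM (2x) plus Transcreener GDP mix added; fluorescence polarization (620/688 nm) read before and after 90 min at 30 °C.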
# An asterisk follows results filed as active; ? = inconclusive; nt = not tested or not shown; & = joins results of further samples; [ ] = remark or other dose. Unless noted, the call rests on the fitted dose curve; in most records, active means well fitted curve in the direction sought with a large enough effect; inconclusive means small, poorly fitted or top-dose-only effect, or another doubt; inactive means no such curve, though single readings can be large; an effect the other way counts as inactive or inconclusive. These rows are one share of the data. The share of hits here may be higher or lower than overall.
# Value order: Apoferritin bind | RGS4 inh | Pol beta inh | LDHA inh | Pol kappa inh | POLH inh | 12-LOX inh | APE1 inh | ERG Ets-DNA blk
> COc1ccc(CN2CC(=O)N3[C@H]4c5ccc(OC)cc5OC[C@@H]4[C@H](c4ccccc4)[C@]3(C)C2=O)cc1
 : nt | 0.7% | nt | -2.2 | -0.4% | -18.8% | 15.5% | 2.1% | -9.1%
> Cc1ccc(/C(O)=C2\C(=O)C(=O)N(C)C2c2ccc([N+](=O)[O-])cc2)cc1 (centres undefined)
 : -6.2% | 4.9% | 19.3% | -0.2 | 8.7% | -5.7% | ? | 41.1%[activator] | -5.8%
> CCOC(=O)C(C(C)=O)=C1SC2CS(=O)(=O)CC2S1 (centres undefined)
 : -2.1% | 13.6% | -0.1% | -4.0 | -9.8%[60.1 µM] | -5.4% | -1.4% | 1.4% | nt
> CC(C)(C)c1ccc(OCCCC(=O)N2CCOCC2)cc1
 : -11.4% | 11.6% | ? | -2.1 | 0.1% | -12.8% | 0.3% | 1.0% | 11.1%
> C#Cc1ccc([C@@H]2C=C(C(=O)N3CCOCC3)O[C@H](OCC)[C@H]2CCCO)cc1
 : -4.6% | -2.2% | -0.4% | 0.2 | 11.8% | -15.9% | -41.8% | -1.1% | -1.5%
> CCc1c(C(C)S(=O)(=O)c2ccc(C)cc2)[nH]c(=O)n1-c1ccc(OC(F)(F)F)cc1 (centres undefined)
 : ? | -29.7% | -27.2% | -2.4 | -2.8% | -5.3% | ? | -7.9% | -6.4%
> Cc1ccc(S(=O)(=O)N(C)C)cc1-n1c(SCC(=O)Nc2ccc(F)cc2)nc2ccccc2c1=O
 : -8.8% | 33.1% | -9.9%[57.1 µM] | -12.6 | -8.8% | 0.2% | -8.9% | 4.1% | -2.5%
> CCOC(=O)C(C)NC(=O)c1c(C)oc2ncn(CC(C)C)c(=O)c12 (centres undefined)
 : -10.5% | 0.4% | 18.3% | -5.5 | 5.8% | -13.6% | ? | nt | 1.6%
> COc1ccccc1N1CCN(S(=O)(=O)c2ccccc2F)CC1
 : 1.9% | 28.1% | -26.7% | 1.4 | 0.0% | -12.4% | -31.5% | 2.5% | 1.8%
> O=C(Cn1nnc(-c2ccc3c(c2)OCO3)n1)N1CCOCC1
 : -6.7% | -3.8% | 14.0% | -6.1 | -10.2% | 2.1% | 0.0% | 7.0% | -0.8%
> O=P(c1ccccc1)(c1ccccc1)C(c1ccco1)N1CCOCC1 (centres undefined)
 : -6.1% | 13.0% | 13.0% | -3.6 | -10.0% | -8.5% | -11.5% | 0.3% | 2.2%
> CN(CCNC(=O)CN1CCN(Cc2ccccc2Cl)C1=O)Cc1ccccc1
 : -7.9% | -3.4% | 12.2% | -3.6 | -8.2% | -9.6% | nt | -2.8% | 1.9%
> CCOC(=O)Nc1cc2c(C)cc(=O)oc2cc1C
 : -7.9% | 6.4% | 41.6% | -1.5 | -12.3% | -0.7% | 11.6% | 13.2% | -19.7%
> Cc1cccc(-c2noc(CN(C(=O)C(c3ccccc3)c3ccccc3)C(C)C)n2)c1
 : 57.8%[activator] | -5.6% | 18.6% | -5.3 | -11.0% | ? | 3.8% | 6.1% | 6.3%
> Fc1cc(F)cc(-c2oncc2-c2nnnn2-c2ccccc2)c1
 : 1.0% | ? | 5.5% | 4.3 | -0.2% | -12.7% | -6.0% | 2.0% | 2.0%

# Continued, overlapping the part above by 2 compounds.
# Value order: Apoferritin bind | RGS4 inh | Pol beta inh | LDHA inh | Pol kappa inh | POLH inh | 12-LOX inh | APE1 inh | ERG Ets-DNA blk
> Cc1cccc(-c2noc(CN(C(=O)C(c3ccccc3)c3ccccc3)C(C)C)n2)c1
 : 57.8%[activator] | -5.6% | 18.6% | -5.3 | -11.0% | ? | 3.8% | 6.1% | 6.3%
> Fc1cc(F)cc(-c2oncc2-c2nnnn2-c2ccccc2)c1
 : 1.0% | ? | 5.5% | 4.3 | -0.2% | -12.7% | -6.0% | 2.0% | 2.0%
> COc1ccc(N(C(=O)c2cccnc2)S(=O)(=O)c2cccs2)cc1
 : -13.7% | 2.2% | -5.0% | -5.3 | -5.0% | -7.2% | -0.6% | -1.7% | 18.2%
> CCCCn1c(CCCNC(=O)c2cccc(C)c2)nc2ccccc21
 : -9.4% | 19.5% | 24.6% | -11.3 | -3.2% | -3.2% | -9.0% | nt | 1.8%
> CC(=O)OC(C)C[N+](C)(C)C (centres undefined)
 : 0.0%&-10.4% | 1.2%[56.9 µM] | -16.2% | -3.3 | -8.5%[60.1 µM] | -3.3% | -1.0% | 1.3% | 4.5%
> O=C1OC(CC(=O)N(Cc2nnc(-c3ccc(Cl)cc3)o2)C2CC2)c2ccccc21 (centres undefined)
 : nt | -3.1% | nt | 1.8 | 9.4% | -20.6% | -3.8% | 1.8% | -8.6%
> COc1cc(C(=O)Nc2ccc3nn(-c4ccc(F)cc4)nc3c2)cc(OC)c1OC
 : -14.3% | -40.7% | 0.3% | 0.1 | 0.3% | 0.3% | 0.0% | nt | -3.3%
> Cc1ccc(C(C)C)c(OCC(=O)N/N=C2\CC(=O)CC(C)(C)C2)c1
 : -12.6% | -8.2% | 16.3% | -14.1 | -0.9% | -5.3% | 10.8% | 25.8% | 3.3%
> COc1ccccc1NS(=O)(=O)c1ccc(C(=O)NCc2ccco2)cc1
 : nt | -27.3% | nt | -1.2 | -5.7% | -20.7% | ? | 60.9%[activator] | -7.0%
> Cc1ccc(N2C(=O)N(CC(=O)Nc3cc(C)cc(C)c3)C(=O)C2C)cc1 (centres undefined)
 : ? | 3.1% | -8.3% | 2.5 | -4.7% | -16.6% | 11.4% | -2.4% | 1.9%
> COc1ccc(OCCOc2ccccc2[N+](=O)[O-])cc1
 : -2.5% | 3.0% | 1.7% | 0.5 | -7.3% | -14.4% | -3.8% | -1.9% | -3.0%
> COc1ccc(CNCCC(c2ccc(OC(C)C)cc2)c2ccccc2OC)cc1 (centres undefined)
 : ? | 27.8% | 0.8% | 0.4 | -13.7% | -9.9% | ? | -16.6% | -12.0%

# A different layout for part of the listing above:
smiles | Apoferritin bind | RGS4 inh | Pol beta inh | LDHA inh | Pol kappa inh | POLH inh | 12-LOX inh | APE1 inh | ERG Ets-DNA blk
Cc1cccc(-c2noc(CN(C(=O)C(c3ccccc3)c3ccccc3)C(C)C)n2)c1 | 57.8%[activator] | -5.6% | 18.6% | -5.3 | -11.0% | ? | 3.8% | 6.1% | 6.3%
Fc1cc(F)cc(-c2oncc2-c2nnnn2-c2ccccc2)c1 | 1.0% | ? | 5.5% | 4.3 | -0.2% | -12.7% | -6.0% | 2.0% | 2.0%
COc1ccc(N(C(=O)c2cccnc2)S(=O)(=O)c2cccs2)cc1 | -13.7% | 2.2% | -5.0% | -5.3 | -5.0% | -7.2% | -0.6% | -1.7% | 18.2%
CCCCn1c(CCCNC(=O)c2cccc(C)c2)nc2ccccc21 | -9.4% | 19.5% | 24.6% | -11.3 | -3.2% | -3.2% | -9.0% | nt | 1.8%
CC(=O)OC(C)C[N+](C)(C)C (centres undefined) | 0.0%&-10.4% | 1.2%[56.9 µM] | -16.2% | -3.3 | -8.5%[60.1 µM] | -3.3% | -1.0% | 1.3% | 4.5%
O=C1OC(CC(=O)N(Cc2nnc(-c3ccc(Cl)cc3)o2)C2CC2)c2ccccc21 (centres undefined) | nt | -3.1% | nt | 1.8 | 9.4% | -20.6% | -3.8% | 1.8% | -8.6%
COc1cc(C(=O)Nc2ccc3nn(-c4ccc(F)cc4)nc3c2)cc(OC)c1OC | -14.3% | -40.7% | 0.3% | 0.1 | 0.3% | 0.3% | 0.0% | nt | -3.3%
Cc1ccc(C(C)C)c(OCC(=O)N/N=C2\CC(=O)CC(C)(C)C2)c1 | -12.6% | -8.2% | 16.3% | -14.1 | -0.9% | -5.3% | 10.8% | 25.8% | 3.3%
COc1ccccc1NS(=O)(=O)c1ccc(C(=O)NCc2ccco2)cc1 | nt | -27.3% | nt | -1.2 | -5.7% | -20.7% | ? | 60.9%[activator] | -7.0%

# Bioassay records deposited in PubChem by National Center for Advancing Translational Sciences (NCATS).
